Assay outcomes: PubChem, several laboratories
Lipid droplet – hepatic lipid droplet formation modulation | hit rate 0.4% among 240,000 | AID 1656 | inhibition, % at 6.5 µM | AML12 mouse hepatocytes, oleate lipid droplets, BODIPY imaging;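 active means lipid droplet intensity inhibited by at least 50%, with more than 500 cells counted; inconclusive means wells with under 300 cells, treated as cytotoxic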
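material = mouse AML12 hepatocyte cell line, fixed after treatment | also added = 100 µM oleic acid challenge | doses = compound at 6.5 µM only | schedule = overnight exposure | technique = Image-based BODIPY and DAPI two-channel analysis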
M17LAP inhibition – P. falciparum M17LAP inhibitors, primary screen, biochemical, fluorogenic H-Leu-NHMec substrate, 1536-well (AID 1619). recombinant M17LAP, H-Leu-NHMec fluorogenic kinetic assay; higher % means a stronger effect. one-dose inhibition, % at 30 µM; IC50 in µM for titrated hits. hit rate 0.38% among 220,000;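 active means compound inhibiting the enzyme by more than half at any dose during confirmatory dose-response retesting; inconclusive means strong single-dose inhibitors picked by rank but not retested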;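 further: plate controls were full reaction with DMSO carrier for no effect and no enzyme background for full effect; strong numbers were not always called active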
Ins promoter up – MIN6 insulin promoter up-regulation; z-score at 5 µM; hit rate 0.3% among 190,000; MIN6 insulin promoter-GFP reporter, high-content imaging; hits give high values;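 active means z-score above 3 at 5 µM with at least 500 cells counted in the well; inconclusive means wells under 500 cells, flagged as cytotoxic or low count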
MT stabilizer – microtubule stabilization, imaging screen; hit rate 0.83% among 200,000; HeLa tubulin immunostaining HCS, 24 h; share of cells brighter than vehicle mean+2SD; % tubulin-high responders, % at 10 µM;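 active means plate Z-score above 3 for both tubulin-high and condensed-nucleus cell shares, with cell loss under 80%, at 10 µM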;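 further: anti alpha tubulin signal scored within the nucleus-defined area of each cell; some results filed as inactive read as strong as hits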
Autophagy mod – alters autophagy in cells. AID 463193. MEF GFP-LC3 puncta imaging; test concentration mostly 10 µM. hit rate 0.98% among 190,000. calls only at 10 µM (by protocol);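 active means percentage of spot-positive cells more than 3 SD above its plate mean, without a fluorescence outlier flag or 80% toxicity; inconclusive means no clear call, values can overlap the other calls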;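 further: spot-positive cell cutoff set from DMSO-treated cells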
Dynein cargo inh – dynein cargo transport inhibition. z-score, hits read low. 3617.4 mouse cells, GR-EGFP nuclear translocation imaging; test concentration mostly 20 µM; stimulated with dexamethasone, 1 µM; hits give low values. AID 1381. hit rate 0.47% among 220,000;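 active means plate z-score of nuclear minus cytoplasmic receptor signal below a set negative limit, without overly bright fluorescence or cell loss, cut at about -3.5 in these data, passing the limit was not always enough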;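 further: z-score of nuclear minus cytoplasmic ring GR-EGFP intensity difference per well; some compounds called inactive have numbers as strong as hits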
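Also added: dexamethasone, 1.0 µM final. Medium: tet-free, stripped-serum medium. Detection: fixed, Hoechst-stained cells imaged at 10x for EGFP. Read-out: nuclear-to-cytoplasmic GR-EGFP distribution per well. Times: induction 48 h, compound 1 h, agonist 30 min.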
M1AAP inhibition – malaria alanyl aminopeptidase activity blockers – biochemical, fluorogenic H-Leu-NHMec substrate, 1536-well (AID 1445) | hit rate 0.42% among 220,000 | recombinant M1AAP, H-Leu-NHMec fluorogenic kinetic assay; higher % means a stronger effect | inhibition, % at 30 µM; hits with a dose series show IC50 in µM;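 active means primary inhibition above the hit cutoff, then over 50% inhibition at one or more dose response concentrations, cut at about 23% in these data, passing the limit was not always enough; inconclusive means conflicting primary data, or primary hits not chosen for dose response; inactive means low primary inhibition, or under 50% at every dose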;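 further: plate controls were DMSO full reaction for no effect and no enzyme background for full effect; strong numbers were not always called active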
Yfh1-depleted yeast – mitochondrial function rescue without frataxin homolog – Friedreich's ataxia, plus single-dose screen, dose response (AID 1465); S. cerevisiae Yfh1-off respiration, WST-1 reduction, 72 h; higher fold induction means a stronger effect; one-dose fold induction at 50 µM; EC50 in µM for titrated hits; hit rate 0.074% among 220,000;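 active means fold induction of absorbance versus untreated yeast above a set limit, then at least 30% activation at any dose in follow-up; inconclusive means repeats straddling the limit, or above it without dose testing; inactive means fold induction below the set limit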;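 further: activators that raise dye reduction in frataxin-depleted yeast; strong numbers were not always called active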
ER stress rescue – protection against thapsigargin-triggered cell killing – 384-well, CSM14.1, ATP luminescence, primary screen (AID 1222) | CSM14.1 thapsigargin-induced death rescue, ATP luminescence; higher % means a stronger effect | one-dose cellular ATP content (survival), % at 20 µM; EC50 in µM for titrated hits | 190,000 tested, under 10 active;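 active means EC50 below 50 µM in the dose-response confirmation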;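 further: death triggered by thapsigargin at about 15 µM added after 2 h compound pretreatment; cell ATP read after overnight thapsigargin exposure of roughly 18 to 22 hours; normalized against plate controls of thapsigargin alone and 5% DMSO vehicle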
Dynein cargo inh cytoplasmic EGFP – recorded beside Dynein cargo inh, whose call it bears; z-score; measured here: cytoplasmic GR-EGFP intensity; hits give high values
Dynein cargo inh nuclear GR-EGFP – further read-out of Dynein cargo inh, marked with its call; z-score; measured here: nuclear GR-EGFP intensity;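 lower value marks the stronger effect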
Dynein cargo inh cell count – also measured in Dynein cargo inh; calls as there; z-score; measured here: cell count per field
Ins promoter up cell count – recorded beside Ins promoter up, whose call it bears; cell count; measured here: cytotoxicity, nuclei count;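 total cells summed across four imaged fields per well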
Lipid droplet cells 6.5 µM – also measured in Lipid droplet; calls as there; cell count; measured here: cell count, cytotoxicity flag;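 cells counted across two imaged fields per well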
MT stabilizer Hoechst-high % – recorded beside MT stabilizer, whose call it bears; % Hoechst-high responders; measured here: nuclear condensation Hoechst responders;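 share of cells brighter than vehicle mean plus two SD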
MT stabilizer cytotoxicity % – also measured in MT stabilizer; calls as there; toxicity, %; measured here: cytotoxicity by cell density;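 0% = mean cell density of plate MIN control wells and 100% = no cells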
Autophagy mod cell loss 18 h – also measured in Autophagy mod; calls as there; toxicity, %; measured here: cell loss, nuclei count;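 cell loss after 18 h compound exposure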
An asterisk follows results filed as active; i = inactive; ? = inconclusive; nt = no result given.

SMILES	Lipid droplet	Lipid droplet cells 6.5 µM	M17LAP inhibition	Ins promoter up	Ins promoter up cell count	MT stabilizer	MT stabilizer Hoechst-high %	MT stabilizer cytotoxicity %	Autophagy mod	Autophagy mod cell loss 18 h	Dynein cargo inh	Dynein cargo inh cytoplasmic EGFP	Dynein cargo inh nuclear GR-EGFP	Dynein cargo inh cell count	M1AAP inhibition	Yfh1-depleted yeast	ER stress rescue
Cc1cccc(NC(=S)NNC(=O)c2csc3c2CCC(C)C3)c1 (centres undefined)	-10	786	8%	-1	945	2.1	2.3	2.3	i	-1	-0.84	0.037	-0.15	0.22	2%	i	8.2%
O=C(O)c1ccc(CNC(=O)c2ccccc2NC(=O)c2cccc([N+](=O)[O-])c2)cc1	2	705	20%	-0.28	1295	0.7	1.8	8.0	i	7	0.71	-0.35	0.067	0.38	6%	i	-0.1%
Cc1cccc(Nc2nc(NCc3ccco3)c3ccccc3n2)c1	-19	539	14%	0.16	1148	2.3	2.3	2.0	i	-1	2	0.31	2.3	-1.5	-1%	i	-4.8%
CCCCOc1ccc(CCC(=O)N/N=C/c2ccco2)cc1	-3	722	1%	0.18	1344	nt	nt	nt	nt	nt	-0.92	-0.29	-0.46	0.98	-2%	i	nt
Cc1ccc2cc(C(=O)O)c(C)nc2c1	nt	nt	5%	-0.35	1533	2.9	1.4	2.2	i	3	0.48	-0.1	-0.33	-1.2	12%	i	3.1%
Cc1c(C2(O)C(=O)Nc3ccc(F)cc32)c(=O)n(-c2ccccc2)n1C (centres undefined)	1	713	6%	-0.33	1284	3.4	2.0	3.0	i	-7	0.97	-0.2	0.99	-0.23	11%	i	-2.5%
Cc1occc1-c1nnc(SCC(=O)NCCc2ccccc2)n1Cc1ccccc1	nt	nt	5%	0.82	763	3.0	2.1	9.8	i	12	-0.56	-0.21	-0.1	0.2	4%	i	1.8%
CCC(=O)N1N=C(c2cccc(NS(C)(=O)=O)c2)CC1c1cccs1 (centres undefined)	?	nt	1%	0.16	1265	7.1	2.0	8.4	i	5	-0.15	-0.18	-0.42	0.5	3%	i	-1.0%
COc1ccc(OC)c(S(=O)(=O)N2CCC(C(=O)NCc3ccccc3OC)CC2)c1	-2	673	14%	nt	nt	1.6	1.4	6.2	i	3	-0.59	-0.25	-0.4	-0.2	3%	i	-1.8%
CN(CC(O)COc1c(F)cc(Br)cc1F)C1CCCCC1 (centres undefined)	0	629	-3%	nt	nt	2.7	2.7	0.5	i	4	0.05	-0.069	0.11	-0.68	-3%	i	18%
COc1ccc(CCNC(=O)c2cc(-c3ccccc3)on2)cc1OC	22	681	-3%	-0.84	1347	4.6	3.9	2.1	i	2	0.94	-0.19	0.46	-0.84	1%	i	-1.4%
CS(=O)(=O)c1ccc2nc(NC(=O)Oc3ccccc3)sc2c1	nt	nt	5%	1.3	1364	3.3	2.3	2.1	i	15	0.23	-0.2	0.39	0.2	-2%	i	-1.3%
N#Cc1ccc(OCCOCCNC2CCCC2)cc1	2	534	-15%	nt	nt	2.4	3.2	10	i	-4	0.88	-0.27	0.17	-0.46	4%	i	-3.8%
CN1N=C(C(C)(C)C)CC1=O	1	737	-7%	0.04	1375	nt	nt	nt	nt	nt	-0.65	-0.28	-0.33	0.78	2%	i	nt
Cc1ccccc1Cn1cc(NC(=O)CSc2nc3c(c(C(F)(F)F)n2)CCc2ccccc2-3)cn1	nt	nt	6%	nt	nt	1.6	1.4	14	i	-1	-0.093	-0.24	-0.34	0.57	11%	i	0.7%
CCC(=O)Nc1ccc(S(=O)(=O)c2ccc(NC(=O)CC)cc2)cc1	-2	737	14%	-0.29	1337	2.8	1.7	0.4	i	-4	-0.052	-0.2	-0.067	1.1	4%	i	-4.3%
N#Cc1c(F)cccc1N1CCC(C#N)CC1	14	706	-7%	-0.13	1007	nt	nt	nt	nt	nt	1.3	-0.23	0.55	-0.94	1%	i	nt
CC(C)CC(=O)N=Nc1c(O)[nH]c2ccccc12	5	731	9%	-0.03	1128	1.9	2.1	3.9	i	-1	-0.91	-0.13	-0.5	0.65	7%	i	1.0%
COc1cc(C(=O)NCCc2ccc3c(c2)OCCO3)ccc1OCC(=O)N1CCOCC1	20	781	17%	-0.22	1129	1.3	1.3	1.9	i	2	-0.19	-0.076	0.23	0.25	3%	i	2.5%
N#Cc1c(N)nc(-c2ccccc2)nc1-c1ccccc1	nt	nt	-5%	-1.3	1062	2.3	2.0	7.3	i	2	0.68	-0.29	0.91	0.23	6%	i	nt
CCC(CO)NCCNC(CC)CO (centres undefined)	nt	nt	-11%	0.24	1185	2.0	2.0	9.8	i	-3	-0.65	-0.23	-0.34	1.8	10%	i	-1.5%
CC1=C(C)C(c2ccccc2)NC(=S)N1 (centres undefined)	9	657	-21%	-0.29	1291	5.0	3.6	4.9	i	-16	-0.36	-0.31	-0.42	0.98	4%	i	-1.2%
Cc1ccc(C(=O)Nc2ccc(CN3CCS(=O)(=O)CC3)cc2)cc1C	-5	691	-5%	0.13	1312	nt	nt	nt	nt	nt	-0.56	-0.24	-0.37	1.4	-8%	i	nt
O=C(NNC(=O)c1nn(-c2ccc(F)cc2)ccc1=O)c1ccc(Cl)cc1	1	735	-3%	0.09	1379	nt	nt	nt	nt	nt	1.1	-0.25	0.51	-0.97	18%	i	nt
CCC(c1nc2ccccc2c(=O)n1-c1cccnc1)N1C(=O)c2ccccc2C1=O (centres undefined)	-1	710	2%	0.81	1363	2.5	2.1	4.4	i	3	-0.72	-0.11	-0.25	0.49	-1%	i	-0.5%
COc1cccc(S(=O)(=O)Nc2ccc3sc(C)nc3c2)c1	0	777	-6%	-0.21	902	1.8	0.8	8.4	i	6	0.64	0.23	0.72	-1.3	5%	i	0.7%
COc1ccc(OC)c(C(=O)c2coc3ccc(O)c(CN4CCOCC4)c23)c1	-13	720	5%	0.81	1283	2.4	1.4	11	i	0	0.17	-0.24	-0.61	0.9	4%	i	-0.8%
CCOC(=O)c1cc(C)nn1-c1nc(Cl)cc(OC)n1	0	695	-8%	-0.14	1110	5.0	2.7	3.6	i	-7	0.043	-0.24	0.088	-0.71	-1%	i	0.7%
CCOC(=O)NC(=O)/C(C#N)=N\Nc1cccc(Cl)c1	-1	713	-4%	-0.46	852	nt	nt	nt	nt	nt	2	-0.22	1.9	-2.2	2%	i	nt
Cc1ccc(-n2nnnc2SCC(=O)c2ccc3c(c2)NC(=O)CO3)c(C)c1	-3	756	-5%	-0.34	956	2.2	1.8	10.0	i	-1	-0.42	0.041	0.43	0.89	4%	i	-0.5%
CC1CCC2(CC1)NC(=S)N(C(C)(C)C)N2 (centres undefined)	-6	756	-5%	0.04	1030	nt	nt	nt	nt	nt	-0.44	-0.26	-0.62	1.7	-1%	i	nt
O=S(=O)(Nc1ccc(-c2csc(-c3ccccc3)n2)cc1)c1ccc(F)cc1	5	656	11%	0.8	1560	3.5	1.8	9.8	i	7	-0.33	-0.23	-0.47	1.1	3%	i	-0.7%
CNC(=O)/C=C1\NC(C)(C)Cc2ccccc21	2	798	-16%	nt	nt	4.3	2.4	4.9	i	-9	-0.42	-0.18	-0.39	-0.099	1%	i	0.0%
CCCCC(CC)Cn1c(O)c(/C=C2\C=NN=C2c2ccccc2)sc1=S (centres undefined)	1	617	-6%	-0.24	1251	9.8	0.7	16	i	-20	0.034	-0.18	0.068	0.6	0%	i	-2.0%
C[C@H](NC(=O)Cc1cccc2ccccc12)C(=O)N1CCCN(C)CC1	-6	720	-3%	0.29	1371	2.2	1.8	0.4	i	-5	0.44	-0.2	0.12	-0.32	-8%	i	0.2%
CSc1nc(NCCCO)c2c3c(sc2n1)CN(C)CC3	-4	772	-38%	-0.34	1454	nt	nt	nt	nt	nt	-0.56	-0.16	-0.3	0.18	4%	i	nt
Cc1cc(OCC(=O)O/N=C(\N)c2ccccc2)ccc1Cl	-9	605	0%	1.4	1495	1.9	2.6	3.6	i	-10	0.37	-0.24	0.26	-0.4	9%	i	-2.1%
O=C(c1ccccc1)C1CN(c2ccccc2)CC1c1ccc(Cl)cc1 (centres undefined)	nt	nt	4%	-0.77	1502	2.3	2.0	8.6	i	-12	-0.39	-0.056	0.51	0.1	9%	nt	-1.4%
Cn1nc(C(=O)NCc2cccnc2)c2ccccc2c1=O	15	765	4%	-0.55	1282	3.4	2.1	10	i	3	0.15	-0.24	-0.056	-0.0033	9%	i	1.9%
Cc1ccnc(NC(=O)c2ccccc2[N+](=O)[O-])c1	nt	nt	15%	0.87	1596	2.2	2.3	8.9	i	-25	-0.58	-0.21	0.25	1.9	6%	i	-1.2%
O=C1NC(c2ccccc2)(C(F)(F)F)SC2=NCCCN12 (centres undefined)	-2	682	3%	0.02	1215	5.3	2.3	4.3	i	9	1.2	0.51	1.6	-3.2	3%	i	-1.7%
COc1ccccc1NC(=O)c1cn(C)c(=O)c2cc(OC)c(OC)cc12	3	677	5%	0.06	1945	9.1	2.9	8.7	i	1	-0.36	-0.036	0.077	0.57	0%	i	-2.6%
